# Screens as filed in PubChem.
# BioA inh – M. tuberculosis BioA enzyme inhibitors, primary screen, biochemical, plate reader, single point, HTS; 360,000 tested, 0.096% active; 7,8-diaminopelargonic acid synthase BioA (Mycobacterium tuberculosis); AID 602481, 2012; purified M. tuberculosis BioA enzyme; inhibition, % at 9.99 µM; in the data active = inhibition above about 40%; inconclusive = no clear call, values can overlap the other calls
# Y pestis TopoI – Yersinia pestis topoisomerase I inhibitors, primary screen, biochemical, cleavage product accumulation, plate reader, single point; DNA topoisomerase I (Yersinia pestis CO92); Y. pestis Topo-I cleavage product accumulation; activity, % at 10 µM; 360,000 tested, 0.064% active; AID 504884, 2011; in the data active = activity above about 50%, passing the limit was not always enough; inconclusive = no clear call, values can overlap the other calls; also: inactives centre near 2
# Mtb UGM inh – M. tuberculosis UGM enzyme inhibitors, primary screen, biochemical, fluorescence polarization, single point; inhibition, % at 10 µM; purified UGM, fluorescence polarization probe displacement; UDP-galactopyranose mutase (Mycobacterium tuberculosis (strain ATCC 25618 / H37Rv)), …; 320,000 tested, 0.06% active; in the data active = inhibition above about 10%, passing the limit was not always enough; inconclusive = no clear call, values can overlap the other calls
# Target sequence (P9WIQ1 whole entry, looked up): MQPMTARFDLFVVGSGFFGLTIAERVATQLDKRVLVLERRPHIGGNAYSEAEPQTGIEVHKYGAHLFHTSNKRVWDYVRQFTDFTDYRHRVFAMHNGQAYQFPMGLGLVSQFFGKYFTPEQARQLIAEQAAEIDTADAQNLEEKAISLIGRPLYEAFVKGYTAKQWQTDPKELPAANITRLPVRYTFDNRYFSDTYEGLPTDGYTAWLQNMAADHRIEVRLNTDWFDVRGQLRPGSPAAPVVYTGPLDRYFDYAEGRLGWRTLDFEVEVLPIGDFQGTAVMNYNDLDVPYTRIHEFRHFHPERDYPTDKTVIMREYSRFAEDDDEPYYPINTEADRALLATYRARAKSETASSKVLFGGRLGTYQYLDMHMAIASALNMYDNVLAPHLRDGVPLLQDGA
# FadD28 FP inh – inhibitors of FadD28 bisubstrate probe binding, primary screen, biochemical, fluorescence polarization, single point; AID 588549, 2011; 360,000 tested, 0.22% active; inhibition, % at 12.5 µM; in the data active = inhibition above about 8.5%, passing the limit was not always enough; inconclusive = no clear call, values can overlap the other calls
# PfHsp40 yeast – rescue of yeast from PfHsp40 toxicity, primary screen, S. cerevisiae, ATP luminescence; S. cerevisiae expressing PfHsp40, growth rescue; growth rescue, % at 12.5 µM; 340,000 tested, 0.68% active; AID 504582, 2011; in the data active = growth rescue above about 28%, passing the limit was not always enough; inconclusive = no clear call, values can overlap the other calls;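 also: yeast W303a lacking pdr1 and pdr3 grown in galactose medium; growth measured after three days at 30 °C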
# Vc quorum ag – inducers of Vibrio cholerae quorum light production without autoinducers, primary screen, BH1578 luxS cqsA deficient, single point. V. cholerae BH1578 lux reporter, luminescence, 6 h. activation, % at 18.7 µM. 350,000 tested, 0.16% active; in the data active = activation mostly above about 9.7%, no sharp cut-off; inconclusive = no clear call, values can overlap the other calls; inactive = mostly below about 3.7%; also: not every result past the cut was called active; inactives centre near 0; reference of the scale not given here
# GDH-TPI inh – GDH-TPI coupling enzyme inhibitors, primary screen, artefact control for M. tuberculosis FBA inhibitor project, biochemical, absorbance, full deck. GDH-TPI coupled enzyme counterscreen, NADH absorbance. inhibition, % at 4.8 µM. 360,000 tested, 1.2% active; in the data active = inhibition above about 30%;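 also: 0% = DMSO wells and 100% = wells lacking the enzyme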
# TcdB GH inh – TcdB glycohydrolase inhibitors, primary screen, biochemical, single point, plate reader. Toxin B (Clostridioides difficile), P18177. TcdB glycohydrolase enzymatic assay. inhibition, % at 9.99 µM. 350,000 tested, 0.24% active. AID 652162, 2013; in the data active = inhibition above about 10%
# Mtb FBA inh – Mtb FBA enzyme inhibitors, primary screen, biochemical, fluorescence, strain H37Rv. purified M. tuberculosis FBA, fluorescence read-out. inhibition, % at 1 µM. Fructose-bisphosphate aldolase (Mycobacterium tuberculosis (strain ATCC 25618 / H37Rv)), …. 360,000 tested, 2.3% active; in the data active = inhibition above about 27%;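 also: 0% = vehicle and 100% = reference inhibitor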
# Target sequence (P9WQA3 whole entry, looked up): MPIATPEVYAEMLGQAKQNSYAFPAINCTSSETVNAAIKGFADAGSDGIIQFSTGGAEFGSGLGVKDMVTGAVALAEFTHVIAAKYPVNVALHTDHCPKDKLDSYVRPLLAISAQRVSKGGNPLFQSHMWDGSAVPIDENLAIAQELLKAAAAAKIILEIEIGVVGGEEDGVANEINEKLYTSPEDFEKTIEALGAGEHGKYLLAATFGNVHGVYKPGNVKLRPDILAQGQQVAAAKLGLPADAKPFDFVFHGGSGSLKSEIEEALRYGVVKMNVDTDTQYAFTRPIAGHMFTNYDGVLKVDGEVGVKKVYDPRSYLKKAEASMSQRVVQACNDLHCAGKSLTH
# The depositor's hits bear a star; i = inactive; ? = inconclusive; . = no result given.
# A first look, 2 compounds:
# Order of results: BioA inh	Y pestis TopoI	Mtb UGM inh	FadD28 FP inh	PfHsp40 yeast	Vc quorum ag	GDH-TPI inh	TcdB GH inh	Mtb FBA inh
- CC(C)(C)SCCNC(=O)c1ccc(CN2CCc3ccccc3C2)cc1
→ -0.5	25	-0.6	0.0	0.5	-15	3	0.8	4
- CSc1nc(N2CCOCC2)c2c(c1C#N)CC(C)(C)OC2
→ .	6	-0.2	-2.1	-1.5	-0.5	12	.	1

# All compounds of this part, from the start:
# Order of results: BioA inh	Y pestis TopoI	Mtb UGM inh	FadD28 FP inh	PfHsp40 yeast	Vc quorum ag	GDH-TPI inh	TcdB GH inh	Mtb FBA inh
- CC(C)(C)SCCNC(=O)c1ccc(CN2CCc3ccccc3C2)cc1
→ -0.5	25	-0.6	0.0	0.5	-15	3	0.8	4
- CSc1nc(N2CCOCC2)c2c(c1C#N)CC(C)(C)OC2
→ .	6	-0.2	-2.1	-1.5	-0.5	12	.	1
- C=CCN(C(=O)c1csnn1)C(C(=O)NC1CCCCC1)c1ccccc1 (stereo unspecified)
→ 4.1	1	0.9	0.0	-0.1	-0.4	-5	-1.5	0
- CC1CN(C(=O)c2cccc(S(=O)(=O)Nc3ccc(Cl)cc3)c2)CC(C)O1 (stereo unspecified)
→ .	3	2.0	0.1	-0.2	-0.2	2	1.5	5
- COc1cccc(CN(C)C(=O)c2cccc(OCc3ccccc3)c2)c1
→ 0.0	39	-3.0	-2.4	-1.0	i	-5	2.2	2
- Cc1cc(C(=O)OC(C)C(=O)NC2CCCCC2C)c2ccccc2n1 (stereo unspecified)
→ 0.2	2	.	-0.4	.	i	3	-0.7	-1
- Cc1cccc(NC(=O)CSc2nnc(C3CC3)n2CC2CCCO2)c1 (stereo unspecified)
→ -1.6	2	-1.3	.	-0.2	-0.4	4	1.9	4
- O=C(COC(=O)c1ccccc1O)NNC(=O)c1ccc(Br)cc1
→ 0.2	6	.	-2.0	-1.5	-1.3	4	2.4	5
- c1ccc(CN2CCc3[nH]c4ccccc4c3C2)cc1
→ .	8	.	-1.8	0.5	i	5	0.8	4
- c1ccc(NCc2cccc3ccccc23)nc1
→ 2.0	9	5.3	-3.6	-0.9	i	0	2.2	0
- O=C(N/N=C/c1ccncc1)c1cccc(S(=O)(=O)N2CCCC2)c1
→ 1.3	-12	.	1.8	-0.6	0.0	0	2.1	8
- CCC1=C2CC[C@H]3C(=O)N(c4ccccc4)C(=O)[C@H]3[C@H]2[C@@]2(C)C(=NCc3ccccc3)OC(=O)N2C1=O
→ 0.3	9	6.0	-1.7	-0.8	i	3	1.2	3
- Cc1ccc(S(=O)(=O)N2CCC(Oc3ccc(-n4cnnn4)cc3)CC2)cc1
→ 0.8	9	2.1	-4.7	1.3	-0.4	-8	4.2	-1
- C=CCNC(=S)/N=c1/ccccn1Cc1ccccc1
→ 0.2	6	2.4	1.8	0.9	-0.8	34*	0.5	1
- CN(C)c1ccc(/C=N/NC(=O)CNC(=O)c2ccco2)cc1
→ .	2	2.6	-1.5	1.4	1.6	15	0.7	11
- O=C(c1cccs1)N(Cc1ccco1)C1CCS(=O)(=O)C1 (stereo unspecified)
→ 1.5	-3	-2.5	-1.1	-0.1	-0.3	4	.	0
- CN(C)S(=O)(=O)c1ccc(Cl)c(C(=O)OCC(=O)c2ccco2)c1
→ -1.2	3	3.0	-0.1	-1.8	-0.3	0	-0.2	7
- CC(C)(C)OC(=O)NCCCC[C@H](NC(=O)c1nc[nH]c1C(=O)NCC(=O)OCc1ccccc1)C(=O)OC(C)(C)C
→ 1.5	-1	5.3	-1.0	1.8	-0.4	3	0.5	2
- O=C(O)c1c(-n2cccc2)sc2c1CCCC2
→ .	6	3.5	0.6	5.9	-0.8	3	5.0	-4
- CCOC(=O)c1sc(NC(=O)C2=COCCO2)c(C#N)c1C
→ 0.9	1	.	-1.2	-1.3	i	21	-1.2	3
- Cc1nnc(NC(=O)C2CSC3(C)CCC(=O)N23)s1 (stereo unspecified)
→ 0.4	4	-1.2	-2.1	0.5	-0.3	5	1.8	8
- CCOc1ccc(NC(=O)CCS(=O)(=O)c2ccc3c(c2)CCCN3C(C)=O)cc1
→ 0.1	4	-1.3	0.4	-0.1	-3.4	9	.	3
- CC(=O)C1=CCC(c2ccc(Cl)c(Cl)c2)N(S(=O)(=O)c2ccc(C)cc2)C1 (stereo unspecified)
→ 2.7	.	.	-2.4	.	.	.	0.5	-1
- O=c1[nH][nH]c(C(F)(F)F)c1C=Nc1ccc(Cl)cc1
→ 1.2	1	-0.1	-3.3	0.4	3.7	-3	.	0
- c1ccc(-c2cnc(-c3ccccc3)nn2)cc1
→ 0.5	8	0.6	-0.3	0.5	-11	10	1.2	2
- COc1ccc([C@@]2(O)c3c(ccc(CC=C(C)C)c3O)NC(=O)[C@@H]2OC)cc1
→ 1.9	-10	0.0	-3.1	-0.5	-0.2	-1	0.3	3
- Fc1ccc(Cn2cnc3ccccc32)cc1
→ .	-4	0.5	-4.3	1.3	-3.2	-5	.	1
- Cc1cccc(NC(=O)C2CCN(S(C)(=O)=O)CC2)c1C
→ 0.7	3	-5.1	-2.7	0.0	0.2	1	1.2	3
- O=c1cc(-c2ccccc2)nc(Sc2ccc([N+](=O)[O-])cc2[N+](=O)[O-])[nH]1
→ 0.2	8	-0.3	-0.6	?	-0.5	8	1.1	2
- CCc1cccc2c(C(=O)C(F)(F)F)cn(CC(=O)NCC3CCCO3)c12 (stereo unspecified)
→ .	3	-0.6	-0.6	0.4	-0.3	0	1.3	1
- COc1cccc2c(=O)n(CC(=O)N3CCCc4ccccc43)ccc12
→ 1.1	17	1.0	-2.9	-0.6	-0.1	12	0.2	1
- Cc1csc(NC(C)c2nc3cc(Cl)c(N4CCCCC4)cc3n2CCOCCO)n1 (stereo unspecified)
→ 17	26	-1.2	0.8	0.3	i	12	-5.5	7
- O=C1c2ccccc2C2=Nc3ccccc3SC(c3ccccc3F)C12 (stereo unspecified)
→ -1.5	-6	-2.7	-4.9	152*	.	13	.	-7
- CCOc1ccccc1CN1CCNC(=O)C1CC(=O)NCc1nc(C)cs1 (stereo unspecified)
→ -3.2	-11	-0.7	0.4	1.1	-0.4	3	0.2	6
- Cn1c(N)c(C(=O)CN2CCc3ccccc3C2)c(=O)n(C)c1=O
→ 0.4	3	-0.5	-3.6	-0.7	i	-7	-1.2	0
- Cc1ccc(S(=O)(=O)CCN2CCC(n3cccc3)CC2)cc1
→ -1.1	-3	-0.6	-2.5	-1.1	i	3	-0.5	3
- Cc1cn(Cc2ccccc2)c(=O)[nH]c1=O
→ 0.5	-1	-0.1	0.5	0.5	-0.4	8	.	5
- COc1ccc(S(=O)(=O)NCCc2cn3nc(C)c(C)nc3n2)cc1
→ -1.2	4	1.3	-0.4	2.2	0.0	1	-0.3	59*
- CS(=O)(=O)N(CC(=O)N1CCCC1)c1ccccc1F
→ -1.2	-18	-1.4	-1.8	-0.8	-0.9	-2	2.4	-1
- O=C(Nc1ccccc1Cl)Oc1ccc(-c2ccccc2)cc1
→ -0.6	-3	2.6	-4.1	0.1	-1.3	-14	1.4	-1
- O=C(NC(=S)Nc1ccc([N+](=O)[O-])cc1)c1ccco1
→ -1.1	8	.	-0.8	.	-1.1	14	-7.8	0
- CCCCCN(C(=O)CCC(=O)OCC(=O)N(C)C1CCCCC1)c1c(N)n(CCCC)c(=O)[nH]c1=O
→ .	12	1.6	-0.9	.	i	0	0.9	0
- O=C1CC(Nc2ccc(N3CCOCC3)cc2)C(=O)N1c1cccc(C(F)(F)F)c1 (stereo unspecified)
→ -0.2	-4	-1.2	2.1	-1.0	-0.2	7	.	2
- O=C(OCCc1cc2ccccc2c(=O)o1)c1ccc(C(F)(F)F)cc1
→ -1.8	20	0.7	-0.6	0.4	-4.5	3	-0.2	2
- CC(C)Cc1nc(SCC(=O)N2CCOCC2)c2c(=O)n(C)c(=O)n(C)c2n1
→ 2.7	1	-0.6	-3.2	1.6	i	3	0.4	0
- CC(C)CNC(=S)NC(=O)c1ccc([N+](=O)[O-])cc1
→ -1.2	-14	4.2	0.5	-1.2	-3.4	12	.	1
- O=C(NCCCN1CCN(CCCNC(=O)c2ccc(F)cc2)CC1)c1ccc(F)cc1
→ -1.4	-6	-0.2	-1.9	0.2	-0.3	-1	.	0
- COc1ccc(CN2C(=O)NC(C)(c3ccc(C)cc3)C2=O)cc1F (stereo unspecified)
→ 4.7	-2	-3.5	-0.3	0.0	0.7	6	0.7	1
- CC(=O)C1=C(c2ccccc2)NC(=O)NC1c1ccc(O)c(Cl)c1 (stereo unspecified)
→ -0.7	3	-0.4	0.7	-0.3	i	15	-1.6	0
- CC(C)N(Cc1c(O)ccc2c(=O)c(-c3ccc(Cl)cc3)coc12)C(C)C
→ 1.0	3	-0.7	1.3	2.4	1.5	6	0.3	7

# (cont.)
# Order of results: BioA inh	Y pestis TopoI	Mtb UGM inh	FadD28 FP inh	PfHsp40 yeast	Vc quorum ag	GDH-TPI inh	TcdB GH inh	Mtb FBA inh
- CCOC(=O)C1=C(C)N=C2SC(C)C(=O)N2C1/C=C/c1ccccc1OC (stereo unspecified)
→ -2.1	4	2.9	-3.8	0.7	i	-9	.	-4
- O=C(COc1ccc(Cl)cc1Cl)Nc1ccc(S(=O)(=O)NC2=NCCCCC2)cc1
→ 1.1	13	0.9	-3.7	-0.8	0.6	-5	.	-2
- Nc1nonc1-n1nnc(C(=O)N/N=C/c2cccc(F)c2)c1CN1CCCC1
→ -0.6	2	-0.7	-1.0	-1.2	28*	5	0.2	2
- O=C(OCC(=O)N1CCN(C(=O)c2ccco2)CC1)c1cccc(O)c1
→ 2.1	13	-2.1	-0.2	1.5	i	4	0.4	2
- O=C(NC(=S)Nc1ccccc1N1CCOCC1)c1ccc([N+](=O)[O-])cc1
→ .	-1	-0.5	-0.9	-1.6	-2.6	19	.	1
- Cc1cccc(C)c1NC(=O)c1c(C)nn(-c2ccccc2)c1Cl
→ -3.1	11	0.0	-4.8	-0.8	-0.2	-7	.	-3
- N#Cc1c(NCCCO)nc(NCc2ccccc2)c2c1CCN(Cc1ccccc1)C2
→ .	23	0.3	-1.0	0.6	i	8	.	32*
- Cc1cc(Cl)cc(Cl)c1OCC(=O)NCc1ccco1
→ 0.2	16	1.8	-5.2	0.4	-1.9	-8	.	0
- CP(=O)(Nc1ccccc1)C(Cl)(Cl)Cl (stereo unspecified)
→ .	-11	.	-3.8	0.1	-0.5	-10	-0.4	-4
- O=C1CCCN1c1ccc(N2CCCC2=O)cc1
→ -1.4	0	0.5	-0.7	0.6	i	1	-0.8	2
- CCN(CC)C(=O)Oc1cc(COC)nc(-c2ccccc2)n1
→ 10	-3	1.5	-3.7	0.4	-0.7	1	1.5	0
- COc1ccccc1NS(=O)(=O)c1cc(C(=O)N2CCCCCCC2)ccc1C
→ 1.6	7	1.7	-0.8	-1.7	i	5	1.1	3
- COCCn1c(SCC(=O)NC2CCCCC2C)nnc1-c1ccncc1 (stereo unspecified)
→ -5.1	3	-0.2	0.9	-2.1	-4.0	9	-0.4	3
- CCCn1c(NC(=O)c2ccc([N+](=O)[O-])o2)nc2ccccc21
→ 1.8	1	-0.2	0.2	0.5	i	17	-0.3	7
- Cc1cccc(CNC(=O)C2CCCN(c3nn4c(=O)cc(C)nc4s3)C2)c1 (stereo unspecified)
→ -1.8	12	-0.7	-3.3	-0.1	i	-8	-0.1	2
- C[C@H](NC(=O)c1ccco1)C(=O)Nc1nnc(SCc2ccccc2)s1
→ -1.7	6	2.6	-2.5	-0.6	-0.3	-6	-9.1	1
- COc1ccc(CCN(C(=O)c2ccco2)C(C(=O)NC2CCCC2)c2ccncc2)cc1OC (stereo unspecified)
→ 0.6	2	-1.3	-0.7	0.8	i	-1	0.7	-4
